NSD2 block: NSD2 (human) methyltransferase inhibition; AID 624260; NSD2-SET H3K36me1 DELFIA fluorescence, biochemical; O96028; 44,000 tested, 0.07% active; inhibition, % at 12.5 µM; in the data active = inhibition above about 54%, passing the limit was not always enough;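 also: inhibitors reduce the monomethyl H3K36 fluorescence signal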
Target sequence (O96028 whole entry, looked up): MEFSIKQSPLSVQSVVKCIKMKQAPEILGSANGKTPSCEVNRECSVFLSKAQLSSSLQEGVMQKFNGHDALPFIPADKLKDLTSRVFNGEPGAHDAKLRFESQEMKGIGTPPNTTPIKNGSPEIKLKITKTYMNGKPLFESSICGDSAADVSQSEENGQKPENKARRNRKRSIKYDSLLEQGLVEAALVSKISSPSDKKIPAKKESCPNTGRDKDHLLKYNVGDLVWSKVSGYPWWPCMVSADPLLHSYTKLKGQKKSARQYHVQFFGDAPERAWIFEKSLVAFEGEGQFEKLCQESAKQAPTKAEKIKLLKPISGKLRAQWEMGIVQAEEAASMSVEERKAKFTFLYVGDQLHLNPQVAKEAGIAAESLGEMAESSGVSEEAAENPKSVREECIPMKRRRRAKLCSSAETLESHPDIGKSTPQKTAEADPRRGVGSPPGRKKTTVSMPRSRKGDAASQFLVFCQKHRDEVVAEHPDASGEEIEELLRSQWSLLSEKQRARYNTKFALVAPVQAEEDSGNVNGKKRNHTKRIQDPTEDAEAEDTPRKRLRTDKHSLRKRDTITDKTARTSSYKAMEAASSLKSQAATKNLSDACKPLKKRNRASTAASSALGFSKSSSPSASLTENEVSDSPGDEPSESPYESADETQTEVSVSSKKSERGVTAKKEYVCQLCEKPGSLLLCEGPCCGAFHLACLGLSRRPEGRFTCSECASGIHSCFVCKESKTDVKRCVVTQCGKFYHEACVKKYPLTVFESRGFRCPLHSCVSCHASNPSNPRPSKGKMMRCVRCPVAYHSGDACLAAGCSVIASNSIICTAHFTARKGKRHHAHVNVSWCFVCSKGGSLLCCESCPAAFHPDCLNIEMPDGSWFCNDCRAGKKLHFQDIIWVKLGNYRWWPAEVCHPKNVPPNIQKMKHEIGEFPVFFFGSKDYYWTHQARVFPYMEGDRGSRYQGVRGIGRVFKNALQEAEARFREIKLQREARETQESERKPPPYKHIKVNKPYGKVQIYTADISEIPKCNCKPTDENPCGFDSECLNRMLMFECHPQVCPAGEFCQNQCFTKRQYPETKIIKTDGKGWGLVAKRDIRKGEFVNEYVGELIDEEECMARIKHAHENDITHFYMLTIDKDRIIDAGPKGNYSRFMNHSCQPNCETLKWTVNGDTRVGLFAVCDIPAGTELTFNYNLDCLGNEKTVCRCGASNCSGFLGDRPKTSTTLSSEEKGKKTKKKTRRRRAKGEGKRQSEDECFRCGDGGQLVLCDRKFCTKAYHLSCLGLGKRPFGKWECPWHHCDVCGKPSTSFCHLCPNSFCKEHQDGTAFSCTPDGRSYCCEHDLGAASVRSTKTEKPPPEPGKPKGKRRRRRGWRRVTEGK
Numbers without * were called inactive; i = inactive.

SMILES	NSD2 block
C[C@H]1CN([C@@H](C)CO)C(=O)c2cc(NC(=O)Nc3ccc(C(F)(F)F)cc3)ccc2O[C@@H]1CN(C)C(=O)Nc1ccc(F)cc1	-7
C[C@@H]1CN([C@H](C)CO)S(=O)(=O)c2ccc(C3=CCCC3)cc2O[C@@H]1CN(C)C(=O)c1cnccn1	-10
C[C@H]1CN([C@@H](C)CO)C(=O)CCCn2cc(nn2)CO[C@@H]1CN(C)S(=O)(=O)c1ccc2c(c1)OCCCO2	-19
[N-]=[N+]=NCc1ccccc1C[C@@]1(C(=O)N2CCOCC2)N=C(c2ccc(OCCCO)cc2)O[C@@H]1c1ccccc1	-2
COc1ccc(OC(=O)N(C)C[C@H]2OCc3cn(nn3)CCCC(=O)N([C@@H](C)CO)C[C@H]2C)cc1	6
COc1cccc(-c2ccc3c(c2)O[C@H](CN(C)C(C)=O)[C@@H](C)CN([C@H](C)CO)S3(=O)=O)c1	2
C/C=C(\C)C(=O)O[C@@H]1c2c(ccc3ccc(=O)oc23)OC(C)(C)[C@@H]1OC(C)=O	-4
CC(C)NC(=O)N(C)C[C@H]1Oc2c(NC(=O)CCCCCC(=O)Nc3ccccc3N)cccc2C(=O)N([C@H](C)CO)C[C@@H]1C	1
COCCNC(=O)C[C@@H]1C[C@H]2c3cc(NC(=O)Nc4ccccc4)ccc3O[C@H]2[C@H](CO)O1	10
O=C(O)C1CCCN(CCC=C(c2ccccc2)c2ccccc2)C1 (stereo unspecified)	-3
COc1ccc(NC(=O)N(C)C[C@@H]2OCCCC[C@H](C)Oc3ccc(NC(=O)c4ccncc4)cc3C(=O)N([C@H](C)CO)C[C@@H]2C)cc1	-4
OC[C@H]1O[C@@H](OCCc2ccccc2)[C@H](O)[C@@H](O)[C@@H]1O	1
O=C(N/N=C/c1cc2c(cc1Br)OCO2)c1ccccn1	-1
C[C@@H]1CN([C@H](C)CO)C(=O)Cc2cc(NC(=O)c3ccncc3)ccc2O[C@H]1CN(C)S(=O)(=O)c1ccc(Cl)cc1	i
C[C@H](CO)N1C[C@H](C)[C@@H](CN(C)C(=O)C2CCCCC2)Oc2ncc(C3=CCCC3)cc2C1=O	-13
CCCC#Cc1ccc2c(c1)O[C@H](CN(C)C(=O)COC)[C@@H](C)CN([C@@H](C)CO)S2(=O)=O	-2
C[C@@H]1CCCCO[C@H](CN(C)C)[C@H](C)CN([C@@H](C)CO)C(=O)c2cc(NC(=O)Nc3ccccc3)ccc2O1	-3
O=C(O)CCCCCCC(=O)N/N=C/c1ccc(S(=O)(=O)O)o1	2
Cc1noc(C)c1NC(=O)N(C)C[C@H]1Oc2ccc(NC(=O)C3CC3)cc2CC(=O)N([C@H](C)CO)C[C@H]1C	1
C[C@H]1CN([C@@H](C)CO)C(=O)CCCn2cc(nn2)CO[C@H]1CN(C)C(=O)c1ccccc1	-3
CC(C)[C@H](C)NC(=O)N(C)C[C@H]1OCc2ccccc2-c2c(n(C)c3ccccc23)C(=O)N([C@H](C)CO)C[C@H]1C	-8
C[C@H]1CN([C@@H](C)CO)C(=O)CCCn2cc(nn2)CO[C@@H]1CN(C)C(=O)C1CCCCC1	1
C[C@@H]1CCCCO[C@@H](CN(C)Cc2ccc(Cl)c(Cl)c2)[C@H](C)CN([C@@H](C)CO)C(=O)c2cc(NC(=O)Nc3ccc(F)cc3)ccc2O1	-6
CS(=O)(=O)Nc1ccc2c(c1)[C@H]1C[C@H](CC(=O)NCc3cccnc3)O[C@H](CO)[C@H]1O2	2
O=C(C[C@@H]1C[C@H]2c3cc(NC(=O)CC4CC4)ccc3O[C@H]2[C@H](CO)O1)NCc1ccccn1	4
New compounds follow:
SMILES	NSD2 block
Cc1noc(C)c1NC(=O)N(C)C[C@H]1OCCCC[C@H](C)Oc2ccc(NC(=O)c3ccncc3)cc2C(=O)N([C@H](C)CO)C[C@@H]1C	25
COc1ccc(S(=O)(=O)Nc2ccc3c(c2)CC(=O)N([C@H](C)CO)C[C@@H](C)[C@@H](CN(C)S(=O)(=O)c2ccccc2)O3)cc1	-3
C[C@@H]1CN([C@@H](C)CO)C(=O)c2cc(C#Cc3ccccn3)cnc2O[C@@H]1CN(C)CC1CCOCC1	0
C[C@H]1CN([C@@H](C)CO)C(=O)c2cc(NC(=O)Nc3cccc4ccccc34)ccc2O[C@H]1CN(C)C(=O)NC1CCCCC1	-6
C[C@H]1CN([C@@H](C)CO)S(=O)(=O)c2ccc(-c3cccnc3)cc2O[C@H]1CN(C)C(=O)c1ccc2c(c1)OCO2	0
C[C@@H]1CCCCO[C@H](CN(C)C)[C@@H](C)CN([C@H](C)CO)C(=O)c2cc(NC(=O)Nc3ccc(F)cc3)ccc2O1	45
C[C@@H]1CN([C@@H](C)CO)C(=O)c2cccc(NC(=O)c3cnccn3)c2O[C@@H]1CN(C)C	8
O=c1cc(-c2ccccc2)oc2ccccc12	-1
C[C@@H]1CCCCO[C@H](CN(C)C(=O)Nc2cccc3ccccc23)[C@@H](C)CN([C@H](C)CO)C(=O)c2cc(NS(=O)(=O)c3cn(C)cn3)ccc2O1	i
C[C@@H]1CN([C@@H](C)CO)C(=O)c2cc(NC(=O)CCC(F)(F)F)ccc2O[C@@H](C)CCCCO[C@@H]1CN(C)C(=O)CCC(F)(F)F	-3
C[C@@H]1CN([C@H](C)CO)C(=O)c2cc(NC(=O)Nc3ccccc3)ccc2O[C@@H]1CN(C)S(C)(=O)=O	0
C[C@H](CO)N1C[C@H](C)[C@@H](CN(C)S(=O)(=O)c2cn(C)cn2)OCCCC[C@H](C)Oc2ccc(NC(=O)Nc3ccc(F)cc3)cc2C1=O	3
CC(C)NC(=O)N(C)C[C@@H]1OCc2cnnn2CCCC(=O)N([C@@H](C)CO)C[C@@H]1C	0
C[C@@H]1CN([C@@H](C)CO)C(=O)c2cc(NC(=O)Cn3cnnn3)ccc2O[C@H]1CN(C)C(=O)Nc1ccccc1	7
COc1ccc(S(=O)(=O)N(C)C[C@H]2OCCCC[C@H](C)Oc3ccc(NC(=O)NC4CCCCC4)cc3C(=O)N([C@H](C)CO)C[C@H]2C)cc1	-14
O=C(CCCCCCC(=O)N/N=C\c1ccc(O)c2ccccc12)NO	-5
Cc1ccccc1-c1ccc2c(c1)O[C@H](CN(C)C(=O)Nc1ccccc1)[C@H](C)CN([C@H](C)CO)S2(=O)=O	-5
C[C@@H]1CN([C@@H](C)CO)C(=O)CCCn2cc(nn2)CO[C@H]1CN(C)S(=O)(=O)c1ccc(Oc2ccccc2)nc1	4
CC(C)c1ccc(NC(=O)CSCc2csc3ccccc23)cc1	6
C[C@@H]1CN([C@H](C)CO)C(=O)Cc2cc(NC(=O)Cn3cnnn3)ccc2O[C@@H]1CN(C)S(=O)(=O)c1cn(C)cn1	0
COc1ccc(NC(=O)N(C)C[C@H]2Oc3ccc(NS(=O)(=O)c4ccccc4)cc3CC(=O)N([C@H](C)CO)C[C@H]2C)cc1	-1
C[C@@H]1CN([C@@H](C)CO)C(=O)Cc2cc(NC(=O)Nc3ccc(F)cc3)ccc2O[C@H]1CN(C)Cc1ccc(C(=O)Nc2ccccc2N)cc1	-1
O=c1[nH]c2nonc2nc1/C=C(\O)c1ccccc1	-3
COc1ccc(NC(=O)N[C@@H]2C=C[C@@H](CC(=O)NC3CCC3)O[C@H]2CO)cc1	5
Cc1ccc(-c2cnc3c(c2)C(=O)N([C@@H](C)CO)C[C@@H](C)[C@H](CN(C)S(C)(=O)=O)O3)cc1	0

Reprinted at random: two entries already listed
SMILES	NSD2 block
COc1cccc(-c2ccc3c(c2)O[C@H](CN(C)C(C)=O)[C@@H](C)CN([C@H](C)CO)S3(=O)=O)c1	2
C[C@@H]1CN([C@H](C)CO)C(=O)Cc2cc(NC(=O)Cn3cnnn3)ccc2O[C@@H]1CN(C)S(=O)(=O)c1cn(C)cn1	0

Molecules above that contain fluorine (6):
SMILES	NSD2 block
C[C@H]1CN([C@@H](C)CO)C(=O)c2cc(NC(=O)Nc3ccc(C(F)(F)F)cc3)ccc2O[C@@H]1CN(C)C(=O)Nc1ccc(F)cc1	-7
C[C@@H]1CCCCO[C@@H](CN(C)Cc2ccc(Cl)c(Cl)c2)[C@H](C)CN([C@@H](C)CO)C(=O)c2cc(NC(=O)Nc3ccc(F)cc3)ccc2O1	-6
C[C@@H]1CCCCO[C@H](CN(C)C)[C@@H](C)CN([C@H](C)CO)C(=O)c2cc(NC(=O)Nc3ccc(F)cc3)ccc2O1	45
C[C@@H]1CN([C@@H](C)CO)C(=O)c2cc(NC(=O)CCC(F)(F)F)ccc2O[C@@H](C)CCCCO[C@@H]1CN(C)C(=O)CCC(F)(F)F	-3
C[C@H](CO)N1C[C@H](C)[C@@H](CN(C)S(=O)(=O)c2cn(C)cn2)OCCCC[C@H](C)Oc2ccc(NC(=O)Nc3ccc(F)cc3)cc2C1=O	3
C[C@@H]1CN([C@@H](C)CO)C(=O)Cc2cc(NC(=O)Nc3ccc(F)cc3)ccc2O[C@H]1CN(C)Cc1ccc(C(=O)Nc2ccccc2N)cc1	-1

Other results.
SMILES	NSD2 block
C[C@@H]1CN([C@@H](C)CO)C(=O)Cc2cc(NC(=O)Nc3ccc(C(F)(F)F)cc3)ccc2O[C@H]1CN(C)CC1CCCCC1	3
COc1ccc(CN(C)C[C@@H]2Oc3c(NC(=O)c4ccc(-c5nccs5)cc4)cccc3C(=O)N([C@H](C)CO)C[C@H]2C)cc1	1
C[C@@H]1CN([C@H](C)CO)C(=O)Cc2cc(NC(=O)Nc3cccc4ccccc34)ccc2O[C@H]1CN(C)S(=O)(=O)c1ccc(F)cc1	0
C[C@@H]1CN([C@@H](C)CO)C(=O)c2cc(NC(=O)Nc3ccc4c(c3)OCO4)ccc2O[C@H]1CN(C)Cc1ccc(C(=O)Nc2ccccc2N)cc1	1
COc1ccc(NC(=O)Nc2cccc3c2O[C@@H](CN(C)S(C)(=O)=O)[C@@H](C)CN([C@H](C)CO)C3=O)cc1	-1
Cc1ccc(S(=O)(=O)N(C)C[C@H]2OCCCC[C@@H](C)Oc3ccc(NS(=O)(=O)c4ccccc4)cc3C(=O)N([C@H](C)CO)C[C@@H]2C)cc1	-5
CC(C)NC(=O)N(C)C[C@H]1Oc2c(NS(=O)(=O)c3cccs3)cccc2C(=O)N([C@@H](C)CO)C[C@H]1C	4
CCCNC(=O)N(C)C[C@H]1Oc2ncc(-c3ccccc3F)cc2C(=O)N([C@H](C)CO)C[C@@H]1C	0
CNC[C@H]1Oc2cc(C#Cc3ccc(F)cc3)ccc2S(=O)(=O)N([C@@H](C)CO)C[C@H]1C	9
CNC[C@@H]1Oc2ncc(-c3cncnc3)cc2C(=O)N([C@@H](C)CO)C[C@H]1C	3
COc1ccc(S(=O)(=O)Nc2ccc3c(c2)CC(=O)N([C@@H](C)CO)C[C@@H](C)[C@H](CN(C)S(C)(=O)=O)O3)cc1	-3
O=C(NO)c1cccc(C(=O)N/N=C/c2ccc(O)c3ccccc23)c1	-1
COc1ccc(S(=O)(=O)N(C)C[C@H]2OCCCC[C@@H](C)Oc3ccc(NS(=O)(=O)c4c(C)noc4C)cc3C(=O)N([C@@H](C)CO)C[C@H]2C)cc1	0
C[C@H]1CN([C@@H](C)CO)C(=O)c2cccc(NC(=O)Nc3ccc(C(F)(F)F)cc3)c2O[C@H]1CN(C)C	6
C[C@@H]1CN([C@H](C)CO)C(=O)c2cc(Br)cnc2O[C@H]1CN(C)Cc1ccncc1	-1
CC(C)NC(=O)N(C)C[C@@H]1Oc2ccc(NC(=O)CCC(F)(F)F)cc2CC(=O)N([C@@H](C)CO)C[C@@H]1C	-2
CN(C)C(=O)C[C@H]1C[C@@H]2c3cc(N(C)C)ccc3O[C@@H]2[C@@H](CO)O1	4
C[C@@H]1CN([C@H](C)CO)C(=O)c2cc(C#C[C@@H](C)O)cnc2O[C@H]1CN(C)C(=O)Cc1ccccn1	1
COCCNC(=O)C[C@@H]1C=C[C@H](NC(=O)NC2CCCCC2)[C@@H](CO)O1	-5
COC(=O)CCCCCCC(=O)N/N=C/c1cn(Cc2ccccc2)c2ccccc12	6
C[C@H](CO)N1C[C@H](C)[C@H](CN(C)C(=O)Cc2cccnc2)Oc2ncc(C#CCN(C)C)cc2C1=O	-9
Cc1noc(C)c1S(=O)(=O)N(C)C[C@@H]1OCCCC[C@H](C)Oc2ccc(NC(=O)CCC(F)(F)F)cc2C(=O)N([C@H](C)CO)C[C@@H]1C	-1
COc1ccc(S(=O)(=O)N(C)C[C@@H]2Oc3ccc(NC(=O)Nc4ccc5c(c4)OCO5)cc3C(=O)N([C@H](C)CO)C[C@H]2C)cc1	0
COCC#Cc1ccc2c(c1)O[C@@H](CN(C)C(=O)Nc1ccc(OC)cc1)[C@@H](C)CN([C@H](C)CO)S2(=O)=O	-5
C[C@H](CO)N1C[C@H](C)[C@@H](CN(C)Cc2ccc(C(=O)O)cc2)OCCCC[C@H](C)Oc2ccc(NC(=O)C3CCCCC3)cc2C1=O	1
More entries follow.
SMILES	NSD2 block
CNC[C@@H]1Oc2ccc(NS(=O)(=O)c3ccccc3)cc2CC(=O)N([C@@H](C)CO)C[C@H]1C	5
C[C@@H]1CN([C@@H](C)CO)C(=O)c2cccc(NC(=O)c3nc4ccccc4s3)c2O[C@H]1CN(C)Cc1ccc(Cl)c(Cl)c1	-2
CN1CCN(C(=O)C[C@H]2C[C@H]3c4cc(NC(=O)c5cccnc5)ccc4O[C@H]3[C@@H](CO)O2)CC1	2
C[C@@H]1CN([C@H](C)CO)C(=O)Cc2cc(NS(=O)(=O)c3cccs3)ccc2O[C@H]1CN(C)Cc1ccc2c(c1)OCO2	-4
CC(C)NC(=O)Nc1ccc2c(c1)CC(=O)N([C@H](C)CO)C[C@@H](C)[C@@H](CN(C)Cc1ccc(C(F)(F)F)cc1)O2	0
C=CC[C@]1(C(=O)NCC(O)CO)N=C(c2ccc(OCCCO)cc2)O[C@H]1c1ccccc1 (stereo partly specified)	1
COc1ccc(CN(C)C[C@H]2Oc3ccc(NC(=O)c4ccncc4)cc3CC(=O)N([C@H](C)CO)C[C@H]2C)cc1	8
C[C@@H]1CN([C@H](C)CO)C(=O)c2cc(NS(C)(=O)=O)ccc2O[C@@H]1CN(C)S(=O)(=O)c1ccc(Cl)cc1	3
C[C@H](CO)N1C[C@H](C)[C@H](CN(C)Cc2ccc(F)cc2)Oc2ncc(-c3ccccc3)cc2C1=O	9

From PubChem BioAssay

These rows are one share of the data; count on the stated rates, not on these rows.
